AGP1 TOR yeast – alters AGP1-GFP fluorescence in TOR pathway yeast screen | S. cerevisiae AGP1-GFP multiplex flow cytometry, 3 h; GFP as percent of DMSO wells | GFP response vs DMSO, % at 10 µM | 320,000 tested, 0.02% active | AID 2066;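 active = GFP response relative to DMSO above a set limit, near screen average plus 3 SD, cut at about 150% in these data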;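 also: median GFP channel fluorescence of the gated AGP1 strain per well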
MEP2-GFP yeast – alters MEP2-GFP fluorescence in TOR pathway yeast screen; S. cerevisiae MEP2-GFP strain, flow cytometry GFP, 3 h; 100% = DMSO control level; AID 2016; 330,000 tested, 0.51% active; GFP response vs DMSO, % at 10 µM;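 active = GFP response versus DMSO above a set limit, roughly screen mean plus 3 SD, cut at about 180% in these data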;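 also: median GFP fluorescence of the barcode-gated MEP2-GFP cells per well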
AHR activator – human AHR activation. 320,000 tested, 2.5% active. AHR-responsive luciferase reporter cells, luminescence. activation, % at 5 µM; in the data active = activation above about 47%;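 also: 0% = vehicle wells and 100% = reference agonist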
Target sequence (P35869 whole entry, looked up): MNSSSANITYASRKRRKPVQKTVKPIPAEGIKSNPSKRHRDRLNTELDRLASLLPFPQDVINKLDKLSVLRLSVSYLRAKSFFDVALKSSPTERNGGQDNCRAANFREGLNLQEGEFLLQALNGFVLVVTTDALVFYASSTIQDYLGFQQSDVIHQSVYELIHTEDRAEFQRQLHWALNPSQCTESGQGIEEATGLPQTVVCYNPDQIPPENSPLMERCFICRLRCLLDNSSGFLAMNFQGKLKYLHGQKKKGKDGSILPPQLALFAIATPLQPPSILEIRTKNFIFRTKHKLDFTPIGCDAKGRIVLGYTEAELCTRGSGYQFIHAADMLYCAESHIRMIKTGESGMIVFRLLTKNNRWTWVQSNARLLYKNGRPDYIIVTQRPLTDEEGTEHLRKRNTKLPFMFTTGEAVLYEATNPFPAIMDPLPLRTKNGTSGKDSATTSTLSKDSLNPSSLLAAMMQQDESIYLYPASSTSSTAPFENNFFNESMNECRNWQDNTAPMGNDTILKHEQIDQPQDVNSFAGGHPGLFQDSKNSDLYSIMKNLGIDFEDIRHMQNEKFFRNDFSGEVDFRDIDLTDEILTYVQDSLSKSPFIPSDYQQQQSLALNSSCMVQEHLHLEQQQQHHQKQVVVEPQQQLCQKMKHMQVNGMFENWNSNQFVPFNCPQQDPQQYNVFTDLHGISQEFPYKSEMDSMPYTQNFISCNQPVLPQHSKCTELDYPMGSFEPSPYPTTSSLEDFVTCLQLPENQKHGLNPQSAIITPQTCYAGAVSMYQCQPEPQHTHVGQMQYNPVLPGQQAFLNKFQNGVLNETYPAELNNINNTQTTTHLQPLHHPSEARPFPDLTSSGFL
LAP4-GFP MLPCN – modulators of TOR pathway LAP4-GFP in S. cerevisiae. S. cerevisiae LAP4-GFP multiplex, flow cytometry GFP, 3 h; median GFP as percent of DMSO wells. GFP response vs DMSO, % at 10 µM. 320,000 tested, 0.34% active;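 active = GFP response vs DMSO above a set limit, about the screen mean plus 3 SD, cut at about 150% in these data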
RPL19A-GFP yeast – modulators of TOR pathway RPL19A-GFP in S. cerevisiae. AID 2025. S. cerevisiae RPL19A-GFP strain, flow cytometry, 3 h; stronger effect = lower value. 330,000 tested, 0.3% active. percent response vs DMSO, % at 10 µM;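 active = percent response vs DMSO below 50%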;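 also: median channel GFP fluorescence of the barcoded RPL19A-GFP strain; ratio of sample median GFP to plate DMSO average so 100% = DMSO; lower means less RPL19A-GFP as with rapamycin TOR inhibition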
procasp7 counter – counter-screen: procaspase-7 (human) activation; P55210; recombinant procaspase-7, Ac-DEVD-pNA absorbance 405 nm; D23A/D198A/D206A triple mutant, cannot self-cleave; scale: DMSO 0, 5 µM enzyme 100; activation, % at 8.5 µM; 330,000 tested, 0.093% active; AID 463210;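 active = percent activation above the screen-wide mean plus 3 SD, cut at about 25% in these data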
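Replicates: singlicate. Assay system: Procaspase-7 triple mutant (PC-7 D3A). Signal: 405 nm absorbance of p-nitroaniline. Times: 1 h preincubation, 2 h reaction. Buffer or medium: Zinc-free HEPES pH 7.4 with 300 mM NaCl, 0.01% Triton X-100. Also added: DEVD-pNA substrate. Benchmarks: DMSO wells as 0%, DMSO with 5 µM added PC-7 as 100%.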
procasp3 activ – procaspase-3 (human) activation; 330,000 tested, 0.11% active; P42574; activation, % at 8.5 µM; recombinant procaspase-3 D3A, Ac-DEVD-pNA absorbance 405 nm;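 active = activation above the mean of all tested compounds plus 3 SD, cut at about 21% in these data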;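 also: 0% = DMSO alone and 100% = DMSO wells spiked with extra 5 µM PC-3 D3A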
Target sequence (P42574 whole entry D9A/D28A/D175A): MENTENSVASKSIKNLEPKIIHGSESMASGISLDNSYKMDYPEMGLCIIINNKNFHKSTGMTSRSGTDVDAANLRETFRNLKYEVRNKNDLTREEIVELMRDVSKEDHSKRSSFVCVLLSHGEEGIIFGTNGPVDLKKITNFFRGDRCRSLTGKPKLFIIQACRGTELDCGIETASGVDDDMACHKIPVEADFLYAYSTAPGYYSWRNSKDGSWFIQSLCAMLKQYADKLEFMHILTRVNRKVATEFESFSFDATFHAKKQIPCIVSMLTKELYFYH
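Test system: Procaspase-3 D3A mutant; medium: Zinc-free HEPES/NaCl buffer with 0.01% Triton X-100 at pH 7.4; reagent: DEVD-pNA substrate; doses: one concentration, 8.5 µM nominal, 0.8% DMSO; times: 1 h preincubation plus 2 h reaction at 25 °C; signal: Epi-absorbance at 405 nm of released p-nitroaniline, 0 and 120 min; replicates: singlicate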
CIT2-GFP yeast – alters CIT2-GFP fluorescence in TOR pathway yeast screen. 320,000 tested, 0.065% active. AID 2029. S. cerevisiae CIT2-GFP strain, flow cytometry, 3 h; 100 means same as DMSO wells. GFP response vs DMSO, % at 10 µM;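 active = GFP response relative to DMSO above a set limit, near the screen mean plus 3 SD, cut at about 150% in these data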;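 also: ratio of well median GFP fluorescence to mean of DMSO wells on the plate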
* = called active by the depositor; · = no result given.

SMILES | AGP1 TOR yeast | MEP2-GFP yeast | AHR activator | LAP4-GFP MLPCN | RPL19A-GFP yeast | procasp7 counter | procasp3 activ | CIT2-GFP yeast
CCCCc1cc(-c2n[nH]c(=S)o2)c2ccccc2n1 | 99 | 114 | 4 | 95 | 107 | -38 | -23 | 105
COc1ccc(CN2CCOCCOCCOCCOCCOCC2)cc1 | 105 | 100 | 0 | 108 | 96 | -5 | -4 | 100
Cc1ccccc1SCCNC(=O)CCc1ccccc1 | 88 | 96 | 2 | 87 | 85 | 6 | 2 | 92
CC(C)CCNC(=O)CN(Cc1ccc2c(c1)OCO2)C(=O)Cn1nnc(-c2cccs2)n1 | 102 | 101 | 1 | 93 | 100 | 7 | 2 | 97
COC(=O)COc1ccc(Oc2nc(SC)nc(N(C)C)n2)nn1 | 102 | 104 | 4 | 102 | 101 | 13 | -1 | 98
CCCS(=O)(=O)c1c(S(=O)(=O)CCC)c2cnccn2c1C(=O)c1ccc(F)cc1 | 101 | 103 | 0 | 97 | 98 | 6 | -4 | 94
CC1CCCCC1NCC(=O)Nc1ccccc1C(=O)Nc1ccccc1 (stereo not drawn) | 69 | 113 | 0 | 97 | 103 | 2 | 12 | 85
CC1CCN(CCn2c(=S)[nH]c3cc4c(cc3c2=O)OCO4)CC1 | 98 | 98 | 0 | 92 | 95 | -10 | -6 | 99
CSc1nsc(SCC(=O)NC2CCCCC2)n1 | · | 98 | 28 | 99 | 96 | 4 | 3 | 100
S=C(Nc1ccc(Oc2ccccc2)cc1)NC1CCCC1 | 119 | 91 | 0 | 113 | 97 | 11 | 8 | 89
CCCC(=O)NCc1ccncc1 | 93 | 95 | 0 | 100 | 97 | 4 | 1 | 93
COc1cccc(NC(=O)NCCCCc2ccccc2)c1 | 91 | 94 | 18 | 90 | 101 | 1 | 0 | 88
COc1ccc(NC(=O)c2nc(C)c(C3(C)CC(c4ccccc4)=NO3)s2)cc1 (stereo not drawn) | 102 | 98 | 10 | 110 | 102 | -5 | 6 | 98
COCCNC(=O)c1ccc2c3n(nc2c1)-c1ccc(Cl)cc1CO3 | 74 | 86 | 4 | 126 | 96 | 1 | -3 | 76
CC(C)N(C(=O)CN1C(=O)C(=O)c2ccccc21)c1ccccc1 | 106 | 97 | -1 | 101 | 96 | 2 | 8 | 101
CCCC1CC(CSc2ncn[nH]2)OC1=O (stereo not drawn) | 111 | 113 | 0 | 106 | 110 | -9 | -3 | 109
OC(CCN1CCOCC1)(c1ccc(Cl)cc1)C1CCCCC1 (stereo not drawn) | 106 | 100 | 3 | 100 | 102 | 16 | -3 | 111
CC(C)CCn1c(=O)c2sccc2n2c(CCCC(=O)N3CCN(c4ccccn4)CC3)nnc12 | 102 | 107 | 2 | 98 | 98 | 0 | 3 | 103
CC(=O)Nc1cccc(Oc2nc(C(F)(F)F)nc3ccccc23)c1 | 97 | 104 | 26 | 104 | 100 | 0 | 4 | 99
CCN(CC)S(=O)(=O)c1ccc(C(=O)NNC(=O)C2COc3ccccc3O2)cc1 (stereo not drawn) | 90 | 97 | 13 | 93 | 93 | 1 | 1 | 88
O=C(NC(=O)c1ccc(C(F)(F)F)cc1)Nc1ccc(-c2cnco2)cc1 | 112 | 109 | -1 | 118 | 106 | 5 | 10 | 108
CC1CN2C(c3ccc(Cl)cc3)=CSC2=N1 (stereo not drawn) | 96 | 105 | 17 | 87 | 107 | -6 | -8 | 100
O=C(Nc1ccc(C(F)(F)F)cc1)C1(c2ccccc2)CC1 | 110 | 96 | 0 | 95 | 101 | 0 | -2 | 105
CC(=O)N1N=C(c2ccc(C)cc2)OC1c1ccc(Br)cc1 (stereo not drawn) | 98 | 94 | 5 | 97 | 98 | -2 | 0 | 88

Another view of some results above.
CC(=O)N1N=C(c2ccc(C)cc2)OC1c1ccc(Br)cc1 (stereo not drawn)
  AGP1 TOR yeast = 98
  MEP2-GFP yeast = 94
  AHR activator = 5
  LAP4-GFP MLPCN = 97
  RPL19A-GFP yeast = 98
  procasp7 counter = -2
  procasp3 activ = 0
  CIT2-GFP yeast = 88
CCCCc1cc(-c2n[nH]c(=S)o2)c2ccccc2n1
  AGP1 TOR yeast = 99
  MEP2-GFP yeast = 114
  AHR activator = 4
  LAP4-GFP MLPCN = 95
  RPL19A-GFP yeast = 107
  procasp7 counter = -38
  procasp3 activ = -23
  CIT2-GFP yeast = 105
CCCC1CC(CSc2ncn[nH]2)OC1=O (stereo not drawn)
  AGP1 TOR yeast = 111
  MEP2-GFP yeast = 113
  AHR activator = 0
  LAP4-GFP MLPCN = 106
  RPL19A-GFP yeast = 110
  procasp7 counter = -9
  procasp3 activ = -3
  CIT2-GFP yeast = 109
O=C(Nc1ccc(C(F)(F)F)cc1)C1(c2ccccc2)CC1
  AGP1 TOR yeast = 110
  MEP2-GFP yeast = 96
  AHR activator = 0
  LAP4-GFP MLPCN = 95
  RPL19A-GFP yeast = 101
  procasp7 counter = 0
  procasp3 activ = -2
  CIT2-GFP yeast = 105

(further entries)
SMILES | AGP1 TOR yeast | MEP2-GFP yeast | AHR activator | LAP4-GFP MLPCN | RPL19A-GFP yeast | procasp7 counter | procasp3 activ | CIT2-GFP yeast
CS(=O)(=O)Nc1ccc(C(=O)NCc2ccc3c(c2)OCO3)cc1 | 96 | 101 | 0 | 98 | 95 | -1 | 5 | 100
Cc1[nH]n(-c2ccc(Cl)cc2)c(=O)c1C=Nc1ccc(S(=O)(=O)N2CCOCC2)cc1 | 93 | 98 | 1 | 99 | 93 | 2 | 1 | 91
Cc1n[nH]c(C)c1S(=O)(=O)N1CCc2ccccc2C1 | 99 | 115 | 5 | 87 | 104 | -10 | 0 | 100
COc1ccc(NC(=O)C2CCN(C(=O)c3ccccc3)CC2)cc1OC | 103 | 98 | 2 | 92 | 101 | 1 | 2 | 103
CCC(=O)N1c2ccccc2NC2=C(C(=O)CCC2)C1c1ccc(N(C)C)cc1 (stereo not drawn) | 103 | 101 | 3 | 100 | 102 | 12 | 11 | 102
CCOCCCNS(=O)(=O)c1cc2[nH]c3c(c2cc1C)C(=O)CC(C)(C)C3 | 101 | 95 | 4 | 97 | 100 | 0 | 0 | 101
O=C(/C=C/c1ncc(C(F)(F)F)cc1Cl)OCc1ccccc1 | 110 | 105 | -3 | 105 | 103 | 7 | 4 | 103
CCOc1ccc(NC(c2ccccc2)P(=O)(OC)OC)cc1 (stereo not drawn) | 101 | 115 | 1 | 93 | 102 | 4 | -2 | 106
COC(=O)[C@]1(Cc2ccccc2)N[C@H](CN(C)C(=O)c2ccccc2)[C@@H]2C(=O)N(Cc3ccccc3)C(=O)[C@@H]21 | 86 | 88 | 2 | 82 | 83 | 15 | 7 | 91
COc1cc(NC(=O)CSc2nnc(-c3cc(C)on3)o2)cc(OC)c1 | 98 | 101 | 13 | 95 | 101 | -11 | -8 | 111
COc1ccc(N2C(=O)CSC2c2ccc([N+](=O)[O-])cc2)cc1 (stereo not drawn) | 99 | 103 | 2 | 112 | 104 | 9 | -5 | 103
O=C1c2ccccc2C(=O)N1c1ccc(Br)c2cccnc12 | 96 | 94 | 27 | 92 | 102 | -31 | -8 | 91

Sorted by the number under MEP2-GFP yeast (ascending): 3 of the compounds above
structure,MEP2-GFP yeast
Cc1ccccc1SCCNC(=O)CCc1ccccc1,96
CC(C)CCNC(=O)CN(Cc1ccc2c(c1)OCO2)C(=O)Cn1nnc(-c2cccs2)n1,101
COc1ccc(N2C(=O)CSC2c2ccc([N+](=O)[O-])cc2)cc1 (stereo not drawn),103

Additional results.
SMILES | AGP1 TOR yeast | MEP2-GFP yeast | AHR activator | LAP4-GFP MLPCN | RPL19A-GFP yeast | procasp7 counter | procasp3 activ | CIT2-GFP yeast
O=C(Nc1ccnn1C1CCN(C2CCCC2)CC1)c1ccccc1Cl | 101 | 116 | 0 | 94 | 99 | -2 | 3 | 106
O=C(COC(=O)Cc1cccc(F)c1)NCCc1ccccc1 | 99 | 100 | -1 | 99 | 95 | 12 | 9 | 95
CCC(C)NC(C(=O)Nc1ccc(Cl)c([N+](=O)[O-])c1)c1ccccc1 (stereo not drawn) | 98 | 105 | -2 | 96 | 104 | 3 | 0 | 100
Nc1cc(N2CCCCC2)c(Cl)cc1[N+](=O)[O-] | 106 | 111 | -3 | 98 | 109 | 0 | 3 | 105
COC(=O)c1ccc(OCC(=O)c2cccc(OC)c2)cc1 | 95 | 102 | 0 | 104 | 101 | 5 | 2 | 98
COc1ccc(-n2cnc3cc(NS(=O)(=O)c4ccccc4)ccc32)cc1 | 109 | 102 | 10 | 97 | 99 | 12 | 3 | 100
CC(C)C(C)NC(=O)CN1C(=O)NC2(CCCCCC2)C1=O (stereo not drawn) | 100 | 107 | 7 | 104 | 102 | -2 | 3 | 101
Cc1cc(NC(=O)C2CCN(S(=O)(=O)c3cnc[nH]3)CC2)ccc1Br | 104 | 98 | 5 | 91 | 101 | 7 | 5 | ·
C/C(=N\NC(=O)c1cccc(Br)c1)c1cccnc1 | 87 | 102 | · | 75 | 111 | · | · | 73
COC(=O)c1c(NC(=O)C2CCCCC2C(=O)O)sc2c1CCCCC2 (stereo not drawn) | 88 | 94 | 5 | 84 | 104 | -4 | -7 | 95
C=CCNc1ncnc2c1cnn2-c1ccc(C)cc1C | 102 | 102 | 6 | 99 | 100 | 6 | 11 | 100
CN(C)S(=O)(=O)c1cc(NC(=O)Cn2ccsc2=N)ccc1Cl | 113 | 104 | -1 | 105 | 115 | -1 | -6 | 106
O=[N+]([O-])c1cccc(-c2noc3c2-c2nc(Cc4cccc5ccccc45)sc2CC3)c1 | 91 | 95 | -1 | 107 | 100 | -1 | 2 | 95
CCN1CCN(Cc2ccc(NC(=O)Nc3cccs3)cc2)CC1 | 84 | 106 | 3 | 85 | 92 | -19 | -12 | 80
CCn1cc(/C=N\NC(=O)c2ccc(Cl)cc2)cn1 | 103 | 106 | 6 | 101 | 103 | -13 | 6 | 101
COc1ccc(N2C(=O)c3ccc(NC(C)=O)cc3C2=O)cc1 | 107 | 102 | 8 | 99 | 102 | 9 | -2 | 104
CCCCc1nc2sc3c(c2c(=O)n1NC(=O)c1ccco1)CC(C)(C)OC3 | 105 | 92 | 9 | 94 | 97 | 9 | 9 | 81
COc1ncc(-c2ccc3c(c2)S(=O)(=O)c2cccc(C(=O)O)c2C3=O)cn1 | 104 | 103 | 2 | 105 | 99 | -2 | 3 | 97
Cc1cccc(C)c1NC(=S)N(Cc1cccs1)C1CCCC1 | 98 | 98 | 2 | 96 | 92 | 10 | 1 | 100
Cc1sc(NC(=O)c2ccccc2)c(C(=O)c2ccccc2)c1C | 105 | 109 | -1 | 95 | 105 | -16 | -13 | 115
COCCOC(=O)C1=C(C)NC(=O)NC1c1ccc(OC(=O)c2ccco2)c(OC)c1 (stereo not drawn) | 112 | 112 | 0 | 108 | 104 | 9 | -3 | 108
C/C(=N\Nc1ccc(C(=O)O)cc1)c1ccc(Cl)s1 | 87 | 81 | 4 | 87 | 92 | -4 | -4 | 94
COc1ccc(C(=O)NCCS(=O)(=O)NCc2ccc(C)cc2)cc1 | 109 | 104 | 3 | 128 | 104 | 0 | 10 | 97
CCC(C)Oc1nc(C)cc(C)c1S(=O)(=O)c1ccccc1C (stereo not drawn) | 95 | 99 | 17 | 103 | 103 | 5 | 5 | 82
CCOC(=O)c1c(C)[nH]c(C)c1S(=O)(=O)NCCCN1CCOCC1 | 99 | 107 | 1 | 96 | 99 | 8 | -1 | 101
